TGFb SMAD3 inh: inhibitors of TGF-b signaling; HepG2 CAGA-GFP TGF-b/SMAD3 reporter, GFP fluorescence, 18 h; TGF-beta stimulated, 500 pg/mL final; Potency, µM (top dose mostly 46.1 µM), inactives show at the highest dose activity, negative = inhibition, usual class: inhibitors; hit rate 1.2% among 410,000; AID 588855; also: potency is read from the fitted curve at half-maximal effect; % is scaled to controls: 0 for no effect and ±100 for the full control effect; nearly all actives have a fitted effect of over 65% in size
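First, reporter cells (HEPG2 CAGA-GFP) rested 2 h at 37 degrees C. Next, compounds were pinned in and TGF-beta added to 500 pg/mL final. After 18 h, GFP was imaged per cell and summed per well.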
A549 viability: A549 cytotoxicity, counter-screen for Nrf2 inhibitors. A549 ARE-Fluc cells, CellTiter-Fluor viability, 18-24 h. Potency, µM (doses to about 46 µM), inactives show at the top dose activity change, negative = cytotoxicity, most hits filed as inhibitors. hit rate 0.16% among 390,000. AID 504648; also: potency is read from the fitted curve at half-maximal effect; % is scaled to controls: 0 for no effect and ±100 for the full control effect
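A549 ARE_Fluc cells in 5% FBS OPTI-MEM were exposed to compounds in concentration-response for 18-24 h at 37 deg C. Viability was read by CellTiter-Fluor fluorescence (Ex 405/Em 525) after 30 min, before the luciferase read.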
Nrf2 ARE act: Nrf2 pathway activation; AREc32 ARE-luciferase reporter (MCF7-derived line), luminescence, 24 h; Potency, µM (titrated, usually from 46.1 µM), for inactives: at the top dose activation, hits mostly activators; hit rate 0.31% among 410,000; also: potency is read from the fitted curve at half-maximal effect; % of control where 0% means no effect; nearly all actives have a fitted effect of over 65% in size
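Luciferase luminescence (Steady-Glo, 30 min at room temperature) served as the read-out of ARE activation in AREc32 cells treated with compounds for 24 hr at 37 deg C.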
ATXN2 expr inh: ATXN2 expression inhibition; AID 1745845; HEK-293 ATXN2-luciferase reporter, luminescence, 24 h; hit rate 0.72% among 360,000; Potency, µM (titrated, usually from 57 µM), without a hit: at the top dose activity change, negative = inhibition, usual class: inhibitors; also: potency is read from the fitted curve at half-maximal effect; % is scaled to controls: 0 for no effect and ±100 for the full control effect; nearly all actives have a fitted effect of over 55% in size
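ATXN2-luciferase reporter cells (luciferase flanked by upstream and downstream ATXN2 gene portions) were treated 24 h at 37 °C with compounds at up to 57 uM. SteadyGlo luminescence gave expression; GF-AFC fluorescence gave viability.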
HepG2 viability: kills HepG2 cells in TGF-b inhibitor counter-screen. HepG2 CAGA-GFP viability, ATP luminescence, 18 h. Potency, µM (titrated, usually from 46.1 µM), for inactives: at the top dose activity change, negative = cytotoxicity, actives largely listed as cytotoxic. hit rate 0.76% among 410,000. AID 588856; also: potency is read from the fitted curve at half-maximal effect; some results filed as inactive show a strong effect at the top dose
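HepG2 CAGA-GFP cells (1000/well, DMEM with 1% FBS) received compound, then TGF-beta at 500 pg/mL final, and were incubated 18 hours at 37 degrees C. Viability was read by CellTiter-Glo luminescence. Media-only wells were set as complete cell-killing and DMSO as no toxicity.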
MCF10A rerep: induces DNA re-replication in MCF 10a normal breast cells | AID 624296 | Potency, µM (top dose mostly 46.1 µM), inactives show top-dose activity, positive = re-replication, usual class: activators | MCF 10A DNA re-replication, Hoechst nuclear intensity, 48 h | hit rate 2.9% among 350,000; also: potency is read from the fitted curve at half-maximal effect; % of control where 0% means no effect; nearly all actives have a fitted effect of over 50% in size
Nrf2 block: inhibitors of Nrf2 signaling; A549 ARE-Fluc reporter, luciferase luminescence, 18-24 h; Potency, µM (top dose mostly 46 µM), inactives show top-dose activity change, negative = inhibition, usual class: inhibitors; hit rate 2.1% among 360,000; also: potency is read from the fitted curve at half-maximal effect; % is scaled to controls: 0 for no effect and ±100 for the full control effect; nearly all actives have a fitted effect of over 60% in size
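In this cell-based qHTS, ARE-driven firefly luciferase in A549 cells reports Nrf2 activity; the luminescent signal after BugLite lysis is the measured value, with a prior CellTiter-Fluor read for cell health.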
IL-1B inflam inh: inhibitors of inflammasome signaling (IL-1 beta secretion) | THP-1 LPS/ATP IL-1B secretion, AlphaLISA, 16 h; stronger effect = lower value | activity change, % at 57.5 µM | hit rate 4.7% among 360,000; in the data active = activity change below about -50%; inconclusive = mostly about -30% to -49%; also: % is scaled to controls: 0 for no effect and ±100 for the full control effect
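Secreted IL-1B measured by AlphaLISA bead assay after 16 h compound exposure of THP-1 cells; compounds (final up to 57.5 uM) added 1 h before LPS (250 ng/mL) and ATP (1.25 mM) stimulation; lower signal means less secretion.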
ATXN viability: viability counter-screen for ATXN expression inhibitors. S2 cells (HEK-293 line with an ATXN2-luciferase reporter) viability, CellTiter-Fluor protease fluorescence, 24 h. hit rate 0.49% among 400,000. Potency, µM (series often up to 56.7 µM), usual class: cytotoxic; also: potency is read from the fitted curve at half-maximal effect; nearly all actives have a fitted effect of over 40% in size
The depositor's hits bear a star; i = inactive; ? = inconclusive; . = not tested or not shown; [ ] = remark or other dose. Unless noted, calls follow the shape of the dose curve; as a rule, active = well fitted curve in the direction sought with a large enough effect; inconclusive = small, poorly fitted or top-dose-only effect, or another doubt; inactive = no such curve, though single readings can be large; an effect the other way counts as inactive or inconclusive.

SMILES | TGFb SMAD3 inh | A549 viability | Nrf2 ARE act | ATXN2 expr inh | HepG2 viability | MCF10A rerep | Nrf2 block | IL-1B inflam inh | ATXN viability
O=C(CC[C@H]1O[C@@H](n2cnc3c(NC(=O)c4ccccc4)ncnc32)[C@H](O)[C@@H]1O)NCC1CCCO1 (stereo not given in full) | -3% | . | 6.9% | 0% | -21% | . | . | -9 | i
Cc1ccc(S(=O)(=O)NCC(=O)N(CC2CCCO2)C(C(=O)NC2CCCC2)C(C)C)cc1 (stereo not given) | 0% | -11% | -0.9% | -3% | -27% | -1% | 0% | 4 | i
NC(Cc1ccc(C(F)(F)F)cc1)c1csc(NC(=O)NCCc2ccccc2)n1 (stereo not given) | 14µM* | . | 1.0%[9.22 µM] | ? | 11µM* | . | . | -101* | ?
Clc1ccc(-c2csc(N/N=C/c3ccco3)n2)cc1 | 7% | ? | 8.9µM* | 7% | 1% | -1% | ? | -22 | ?
Cc1ccccc1-c1nc(CS(=O)(=O)CC(=O)Nc2cc(Cl)cc(Cl)c2)c(C)o1 | ? | ? | -0.2% | ? | -95% | . | ? | . | i
O=C(COC(=O)c1cc[n+]([O-])cc1)NCCc1ccc(Cl)cc1Cl | 3% | 3% | 0.4% | -22% | -2% | ? | -2% | -7 | ?
CN(C)S(=O)(=O)c1ccc(C(=O)OCC2COC(C)(C)O2)cc1 (stereo not given) | 15% | 1% | -0.7% | 2% | -3% | ? | 5% | 4 | ?
O=C(CN1CCN(S(=O)(=O)c2cccc(Br)c2)CC1)NCCc1cccs1 | -30% | 2% | -0.6% | -5% | -5% | 0% | 2% | -12 | i
Cc1nc(Cl)sc1C(=O)Nc1cc(F)cc(F)c1 | -8% | -1% | 24% | 8% | 17% | ? | 8% | -8 | i
O=C(/C=C/c1ccccc1)OCC(=O)c1ccc[nH]1 | -12% | 1% | 3.2% | 2% | 0% | ? | 4% | -1 | i
CN(C)S(=O)(=O)c1ccc(C(=O)NCc2nnc(SCC(=O)c3ccccc3)o2)cc1 | -5% | -1% | 0.0% | -16% | -27% | -2% | -24% | 4 | i
Cc1c(C(=O)NCCc2ccc(Cl)cc2)cccc1-n1cnc2cccnc21 | 0% | 2% | 3.1% | . | 4% | . | -15% | . | .
CCOC(=O)N1CCN(C(=O)C(=O)Nc2sc3c(c2C(=O)O)CC(C)(C)OC3)CC1 | -3% | 2% | -0.6% | -9% | 3% | -4% | 4% | 11 | i
Cc1nn(CC(N)=O)c(=O)c2ccccc12 | -2% | -7% | 0.1% | 4% | 0% | 2% | 0% | 31 | i
Cc1nn(C(C)C(=O)NCC2CCCO2)c(=O)c2c1sc1ccccc12 (stereo not given) | -1% | 1% | -0.1% | 4% | -2% | 1% | -4% | -12 | i
CCOc1ccc2[nH]c(=O)c(CN(CCN3CCCC3)C(=S)Nc3ccccc3OCC)cc2c1 | 16µM* | -5% | 8.0% | -34% | 14µM* | ? | 20% | -101* | ?
CCN(CC)S(=O)(=O)c1ccc2c(c1)N(CC(=O)NCc1ccccc1)C(=O)CS2 | ? | 1% | -1.0% | 9% | -47% | . | 8% | . | i
CCOc1c(Cl)cnn(-c2ccc(C)cc2)c1=O | 4% | 4% | 9.1% | 5% | 12% | 16% | 25% | 6 | i
CC12CCC=CC1C(c1ccc(Br)cc1F)N(Cc1ccccc1)C2=O (stereo not given) | ? | 5% | . | . | -44% | . | -12% | . | .
CCS(=O)(=O)N1CCC(NC(=O)C(Cc2ccc(OC)c(OC)c2)NC(C)=O)CC1 (stereo not given) | 1% | -11% | -0.8% | . | 12% | -1% | -17% | 10 | .
COc1ccccc1N1CCN(c2nc(-c3ccccc3)cc(C(F)(F)F)n2)CC1 | -10% | -4% | -0.8% | -4% | -2% | 16% | -11% | 0 | i
CC1=C(C(=O)OC(C)C)C(c2cncc(-c3ccc(F)cc3)c2)C(C#N)=C(N)O1 (stereo not given) | -8% | 6% | 3.9% | 4% | -9% | 7% | 12% | 0 | i
C=C1c2nc3ccccc3n2C=C(c2ccc(C)cc2)N1c1ccccc1 | -19% | -1% | 9.2% | -20% | -15% | 4.6µM* | 5% | 11 | i
COc1ccc(CCNS(=O)(=O)c2ccc(C(=O)NCc3ccco3)cc2)cc1OC | 12% | 6% | -0.5% | -1% | -11% | 0% | 7% | -7 | i
O=C(Nc1ccc(-c2nc3cccnc3s2)cc1)C1CCCO1 (stereo not given) | 4% | -2% | -3.0% | ? | -31% | ? | ? | 11 | i
CCCCC(=O)NC(=S)NNC(=O)CCc1ccccc1 | 9% | -6% | -0.1% | -14% | -13% | -1% | -21% | 174 | i
CC(NC(=O)c1ccccc1Cl)c1nnc(SCC(=O)Nc2ccc(C(=O)O)cc2)n1C (stereo not given) | -1% | -1% | -0.5% | 2% | -6% | 3% | 11% | 29 | i
CC(C)(c1ccccc1)c1ccc(OCCN2CCOCC2)cc1 | -9% | 9% | 2.8% | . | -12% | ? | -39% | 40 | i
COC(=O)CCC(=O)N1CCC(Oc2cccc(C(=O)NCc3ccccn3)c2)CC1 | 4% | . | -0.8% | . | 5% | . | . | 26 | i
COCCCn1cc(CN2CC(N3CCN(C)CC3)CS2(=O)=O)nn1 (stereo not given) | . | . | -1.0% | 14% | . | . | . | 70 | i
COc1ccc2c(C)c(CCC(=O)NCCc3ccc(Cl)cc3)c(=O)oc2c1 | -30% | -8% | 3.8% | ? | -29% | . | ? | . | i
Cc1[nH]c(-c2ccccn2)nc(=S)c1Cl | -19% | -4% | 4.9% | -8% | -124% | -1% | 1% | . | i
NC(=O)c1nsc(C(=O)N(CC(=O)NCc2ccccc2)c2cccc(F)c2)c1N | -4% | -9% | -0.1% | -2% | 3% | -2% | 8% | 5 | i
Cc1cc(C)cc(OCC(=O)Nc2ccc(CN3CCCCC3)cc2)c1 | -1% | -11% | 0.2% | -9% | -28% | ? | -2% | -4 | i
CCCNS(=O)(=O)c1ccc(CCC(=O)N2CCN(CC)CC2)cc1 | 27% | 2% | -0.7% | 1% | -1% | 23% | 1% | 9 | i
CCOc1ccccc1NC(=O)C1COc2ccccc2O1 (stereo not given) | 1% | 13% | 6.3µM* | . | -11% | 6% | 15% | 18 | i
O=C(Nc1cc2ccc(O)cc2oc1=O)c1ccc(F)cc1 | 14% | -16% | 4.3% | . | -32% | . | . | . | .
N#Cc1cccc(CN2C=NS(=O)(=O)c3ccccc32)c1 | -7% | -3% | 0.1% | 3% | 5% | 8% | -8% | 50 | i
COc1cc(CN2CCCC(CO)(Cc3ccccc3C)C2)cc2c1OCO2 (stereo not given) | -28% | -6% | 1.4% | -9%[11.3 µM] | -1% | 16% | 8% | -63* | i
Cc1noc(C)c1CSCC(=O)Nc1ccc(S(C)(=O)=O)cc1 | 10% | 7% | 0.3% | . | 1% | -3% | 3% | 10 | .

An excerpt taken from the entries so far:
SMILES | TGFb SMAD3 inh | A549 viability | Nrf2 ARE act | ATXN2 expr inh | HepG2 viability | MCF10A rerep | Nrf2 block | IL-1B inflam inh | ATXN viability
COc1ccccc1N1CCN(c2nc(-c3ccccc3)cc(C(F)(F)F)n2)CC1 | -10% | -4% | -0.8% | -4% | -2% | 16% | -11% | 0 | i
CC1=C(C(=O)OC(C)C)C(c2cncc(-c3ccc(F)cc3)c2)C(C#N)=C(N)O1 (stereo not given) | -8% | 6% | 3.9% | 4% | -9% | 7% | 12% | 0 | i
C=C1c2nc3ccccc3n2C=C(c2ccc(C)cc2)N1c1ccccc1 | -19% | -1% | 9.2% | -20% | -15% | 4.6µM* | 5% | 11 | i
COc1ccc(CCNS(=O)(=O)c2ccc(C(=O)NCc3ccco3)cc2)cc1OC | 12% | 6% | -0.5% | -1% | -11% | 0% | 7% | -7 | i
O=C(Nc1ccc(-c2nc3cccnc3s2)cc1)C1CCCO1 (stereo not given) | 4% | -2% | -3.0% | ? | -31% | ? | ? | 11 | i

New compounds follow
SMILES | TGFb SMAD3 inh | A549 viability | Nrf2 ARE act | ATXN2 expr inh | HepG2 viability | MCF10A rerep | Nrf2 block | IL-1B inflam inh | ATXN viability
COc1ccc(-c2csc(C(O)c3ccc(F)cc3)n2)cc1OC (stereo not given) | 1% | . | 5.1% | 0% | -17% | . | . | -21 | i
Cc1nc(N(C)C)c2sc(=S)n(C)c2n1 | -20% | 6% | -0.7% | -1% | -1% | 0% | -8% | 11 | i
c1ccc2c(-c3nc(C4CCCCC4)no3)cc(-c3ccncc3)nc2c1 | 25% | 6% | 0.4% | ? | -2% | ? | . | -17 | i
CCOC(=O)C1=C(C)NC(=O)NC1C(C)C (stereo not given) | -11% | 2% | -1.2% | 2% | -5% | -9% | -17% | 23 | i
CCOc1ccc(S(=O)(=O)N2CCOCC2)cc1NC(=O)C1CCC1 | 0% | -1% | -0.8% | -7% | 5% | -1% | 6% | 17 | i
COc1ccc(/C=N/NC(=O)c2cccc(C(F)(F)F)c2)cc1 | -11% | 0% | -0.2% | 18% | 10% | 0% | 2% | 8 | .
C=CCn1c(SCC(=O)N2c3ccccc3Sc3ccccc32)nnc1-c1ccco1 | -29% | -6% | 3.7% | -7% | -28% | -14% | 0% | . | i
COc1ccc(NC(=O)C2CCCN(S(C)(=O)=O)C2)cc1 (stereo not given) | 3% | -6% | -0.6% | 2% | 0% | -2% | -8% | 23 | i
